# Source: PubChem BioAssay
# PTHR1 agonist: agonists of human PTHR1 parathyroid hormone receptor | HEK293 GP2 PTHR1 cells, GloSensor cAMP luminescence, 1 h | Potency, µM (doses to about 115 µM), inactives show at the highest dose activation, usual class: activators | hit rate 0.075% among 410,000 | AID 743266; further: potency means the concentration at half of the fitted maximal effect; nearly all actives have a fitted effect of over 55% in size; some results filed as inactive show a strong effect at the top dose; inactives centre near -15; many of its hits are not listed in these tables
#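 HEK-293-derived GP2 cells expressing PTHR1 and a GloSensor cAMP reporter, 3,000/well, plated overnight, given luciferin plus IBMX (each 0.5 mM as added) for 1 h at 37 °C, then compound for 1 h at 37 °C. Luminescence was read after 15 min at room temperature.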
# EPAC1 ag: activates human EPAC1 exchange factor; O95398; EPAC1 agonist qHTS, biochemical assay; response scale: 100% = response to 6.5 mM cAMP; Potency, µM (doses to about 154 µM), for the others: at the highest dose activation, most hits filed as activators; hit rate 0.073% among 360,000; AID 720707; further: potency means the concentration at half of the fitted maximal effect; nearly all actives have a fitted effect of over 60% in size
# Target sequence (O95398 whole entry, looked up): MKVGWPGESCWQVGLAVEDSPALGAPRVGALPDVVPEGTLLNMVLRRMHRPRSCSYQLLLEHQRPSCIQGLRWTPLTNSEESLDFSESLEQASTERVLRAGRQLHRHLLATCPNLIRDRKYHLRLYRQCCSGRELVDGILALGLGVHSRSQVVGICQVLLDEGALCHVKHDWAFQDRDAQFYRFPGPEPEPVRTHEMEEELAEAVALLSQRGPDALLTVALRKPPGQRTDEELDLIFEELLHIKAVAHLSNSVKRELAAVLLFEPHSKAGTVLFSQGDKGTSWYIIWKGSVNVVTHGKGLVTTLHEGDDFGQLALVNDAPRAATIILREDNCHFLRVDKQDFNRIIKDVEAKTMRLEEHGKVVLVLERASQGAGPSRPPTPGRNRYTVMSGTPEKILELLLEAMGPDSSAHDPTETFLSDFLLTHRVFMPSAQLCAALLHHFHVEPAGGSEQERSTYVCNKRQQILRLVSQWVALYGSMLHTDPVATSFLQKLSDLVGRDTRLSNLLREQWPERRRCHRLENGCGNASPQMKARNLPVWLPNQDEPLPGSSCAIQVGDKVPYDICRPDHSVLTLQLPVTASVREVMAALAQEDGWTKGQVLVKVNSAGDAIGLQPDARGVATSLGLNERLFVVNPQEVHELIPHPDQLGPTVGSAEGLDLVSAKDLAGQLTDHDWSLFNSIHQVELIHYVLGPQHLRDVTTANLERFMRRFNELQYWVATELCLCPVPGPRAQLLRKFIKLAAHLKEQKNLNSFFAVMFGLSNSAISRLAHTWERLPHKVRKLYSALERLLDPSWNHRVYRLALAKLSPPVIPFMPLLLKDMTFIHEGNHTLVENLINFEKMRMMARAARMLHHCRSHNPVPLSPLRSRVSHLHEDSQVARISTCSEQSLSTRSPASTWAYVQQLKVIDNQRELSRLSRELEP
#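 Compounds were pinned as a concentration titration into mixtures of EPAC1 (100 nM), BODIPY-GDP-loaded Rap1B (250 nM) and GDP (50 uM). After 5 min at room temperature, fluorescence was followed for 30 min; activity was scaled to 6.5 mM cAMP.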
# GLP-1R inv ag: GLP-1 receptor (human) inverse agonism; hit rate 1.6% among 410,000; AID 624417; Potency, µM (doses to about 38.3 µM), for the others: at the top dose activity change, negative = inhibition, actives largely listed as inhibitors; HEK293 GLP-1R CRE-luciferase, luminescence, 24 h; GLP-1R form is constitutively active; P43220; further: potency means the concentration at half of the fitted maximal effect; on the % scale 0 is the no-effect control and ±100 the full control effect; nearly all actives have a fitted effect of over 55% in size
#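 HEK293 cells stably co-expressing a cAMP-responsive luciferase reporter and constitutively active GLP-1R were seeded, incubated 12 h, then exposed to compounds for 24 h at 37 C. Luminescence was read 12 min after detection reagent; inverse agonists lower signal.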
# IL2 activator: IL-2 activation; IL-2 activation reporter assay, cell-based qHTS; stimulated with anti-CD3/CD4/CD28 beads; in transgenic mouse T cells; activation, % (series mostly up to about 46 µM); hit rate 0.065% among 360,000; AID 652025; in the data active means activation above about 50%; inconclusive means mostly about 30% to 49%; further: 0% is about no effect
#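 Readout: EGFP and DsRed signals by fluorescent plate cytometry. Unstimulated transgenic mouse T cells received compound 60 min before antibody-bead stimulation, then incubated 18 h at 37 degrees C.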
# PLK1 PBD block: inhibitors of human PLK1 polo-box domain binding; Potency, µM, inactives show max response, negative = inhibition, most hits filed as inhibitors; P53350; Plk1 PBD binding of FITC phosphopeptide, fluorescence polarization; hit rate 2.8% among 360,000; further: potency means the concentration at half of the fitted maximal effect; series mostly up to about 57 µM; on the % scale 0 is the no-effect control and ±100 the full control effect; nearly all actives have a fitted effect of over 65% in size
# EPAC1 antag: EPAC1 (human) antagonism; O95398; EPAC1 GEF assay, Rap1b-BODIPY-GDP exchange fluorescence; Potency, µM (top dose mostly 115 µM), for the others: top-dose activity change, negative = inhibition, usual class: inhibitors; hit rate 0.14% among 360,000; AID 720709;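 further: potency means the concentration at half of the fitted maximal effect; plate controls were vehicle for no effect and positive control for full effect; nearly all actives have a fitted effect of over 50% in size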
# PI5P4Ka inh: inhibitors of human PI5P4K alpha. max response, %. hit rate 1.2% among 330,000. AID 652105. PI5P4Kalpha enzyme, ADP-Glo luminescence, 60 min; stronger effect = lower value; active means max response of -50% or lower; inconclusive means between -30% and -50%; inactive means -30% or higher; further: value at the top dose of about 77 µM; on the % scale 0 is the no-effect control and ±100 the full control effect
#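 ADP-Glo luminescence end-point after a 60 min room-temperature kinase reaction. PI5P4Kalpha and substrate in HEPES pH 7.4 buffer with EGTA, 0.1% CHAPS and 5% DMSO; ATP at 5 microM final.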
# GLP-1R agonist: activates the human GLP-1 receptor | P43220 | HEK293 GLP-1R CRE-luciferase, luminescence, 4-6 h; cells express a hypersensitive GLP-1R form | Potency, µM (doses to about 45.6 µM), for the others: at the highest dose activation, hits mostly activators | hit rate 0.007% among 380,000 | AID 624172; further: potency means the concentration at half of the fitted maximal effect; % of control where 0% means no effect
# HEK293 tox: cytotoxicity counter-screen for GLP-1 receptor inverse agonists; hit rate 0.13% among 410,000; HEK293 cAMP-luciferase reporter cells, luminescence, 24 h; Potency, µM (titrated, usually from 38.3 µM), for inactives: top-dose activity change, negative = inhibition, most hits filed as inhibitors;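 further: loss of luciferase light is scored as toxicity; potency means the concentration at half of the fitted maximal effect; on the % scale 0 is the no-effect control and ±100 the full control effect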
#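 Seeding density was 200 cells/uL; after overnight-length (12 h) culture, 23 nL compounds went on for 24 h at 37 °C. Readout used a luciferase detection reagent, luminescence taken after 12 min at room temperature.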
# Starred values were filed as active, the others as inactive; i = inactive; ? = inconclusive; · = not tested or not shown; [ ] = another dose, or the depositor's remark. Unless noted, the call rests on the fitted dose curve; in most records, active means well fitted curve in the direction sought with a large enough effect; inconclusive means small, poorly fitted or top-dose-only effect, or another doubt; inactive means no such curve, though single readings can be large; an effect the other way counts as inactive or inconclusive. Only part of the results is shown. The share of hits here may be higher or lower than overall.
smiles,PTHR1 agonist,EPAC1 ag,GLP-1R inv ag,IL2 activator,PLK1 PBD block,EPAC1 antag,PI5P4Ka inh,GLP-1R agonist,HEK293 tox
Cc1cc(C)n2nc(SCC(=O)N3CCC(C(=O)O)CC3)nc2n1,-7%,3%,4%,-0.5,0%,-13%,5,2%,0%
CN1Cc2c(N3CCOCC3)nc3sc(C#N)c(N)c3c2CC1(C)C,i,5%,18%,-0.5,-19%,8%,2,19%,-1%
COc1ccccc1N1CCN(C(=O)c2cc(C(C)(C)C)oc2C)CC1,i,2%,?,-0.5,-1%,25%,0,11%,-20%
Cc1ccc2oc(=O)n(CC(=O)OCCC(C)C)c2c1,i,0%,12%,-6.2,-15%,-18%,0,-1%,-10%
O=c1c(-c2cccnc2)nc2ccccc2n1C(c1ccccn1)c1nc2ccccc2[nH]1 (stereo not drawn),-56%[inhibitor],16%,-16%,0.4,?,3%,-7,·,0%
O=C(O)c1ccc(Oc2cc(Oc3ccc(C(=O)O)cc3)cc([N+](=O)[O-])c2)cc1,-10%,3%,-4%,-0.7,-5%,5%,?,-8%,0%
Cc1nnc(N2CCOCC2)c2nn(-c3ccccc3)c(C)c12,i,5%,24%,0.7,-5%,2%,0,15%,-2%
CC(=O)NC(c1cccs1)c1cc(Br)c2cccnc2c1O (stereo not drawn),-8%,2%,·,-1.1,·,?,·,-6%,·
Cc1ccc(C(=O)C2=C(O)C(=O)N(Cc3cccnc3)C2c2ccc(OC(C)C)cc2)o1 (stereo not drawn),i,-2%,3%,-2.9,-12%,1%,0,-5%,-9%
COc1ccc(N2C(=O)C3CCCN3C2c2ccccc2)cc1 (stereo not drawn),-6%,-10%,-2%,-3.2,0%,-11%,3,1%,-4%
COc1ccc(CC(=O)N[C@@H]2c3cc(OC)c(OC)cc3C[C@H]2O)cc1,-11%,-9%,11%,2.3,-6%,5%,-10,2%,1%
CN(C)CCNC(C(=O)Nc1cccc(C(F)(F)F)c1)c1ccccc1 (stereo not drawn),-14%,11%,?,-2.3,6%,10%,1,0%,-11%
COc1ccc(N2C(=O)CC(Sc3ccccc3C(=O)O)C2=O)c([N+](=O)[O-])c1 (stereo not drawn),i,-9%,14%,-2.3,?,0%,2,-4%,2%
CCOC(=O)CCSc1nc(C)c2cc(C)ccc2n1,i,9%,2%,-2.0,-16%,0%,·,13%,5%
CC1CCCN(C(=O)Nc2cccc(NC(=O)N3CCCC(C)C3C)c2)C1C (stereo not drawn),-5%[57.5 µM],-1%,?,1.6,-3%,23%,1,-10%,-6%

# Single records (already shown). Screens in order: PTHR1 agonist, EPAC1 ag, GLP-1R inv ag, IL2 activator, PLK1 PBD block, EPAC1 antag, PI5P4Ka inh, GLP-1R agonist, HEK293 tox
# Listed for COc1ccc(N2C(=O)CC(Sc3ccccc3C(=O)O)C2=O)c([N+](=O)[O-])c1 (stereo not drawn) = i, -9%, 14%, -2.3, ?, 0%, 2, -4%, 2%
# Listed for CC1CCCN(C(=O)Nc2cccc(NC(=O)N3CCCC(C)C3C)c2)C1C (stereo not drawn) = -5%[57.5 µM], -1%, ?, 1.6, -3%, 23%, 1, -10%, -6%
# Listed for CN1Cc2c(N3CCOCC3)nc3sc(C#N)c(N)c3c2CC1(C)C = i, 5%, 18%, -0.5, -19%, 8%, 2, 19%, -1%

# (more compounds)
smiles,PTHR1 agonist,EPAC1 ag,GLP-1R inv ag,IL2 activator,PLK1 PBD block,EPAC1 antag,PI5P4Ka inh,GLP-1R agonist,HEK293 tox
CC(/C=C1\SC(=S)N(CCCC(=O)Nc2ccc(C(=O)O)c(O)c2)C1=O)=C\c1ccccc1,-4%,-5%,·,-2.2,27µM*,?,?,·,-28%
COCCN1C(=O)N[C@@H](c2ccco2)C(C(=O)OC)=C1C,i,-10%,4%,-0.5,-12%,-5%,0,-5%,-7%
Cn1c(=O)oc2cc(S(=O)(=O)N3CCCC(C(=O)Nc4ccc5c(c4)OCCO5)C3)ccc21 (stereo not drawn),i,-8%,-11%,-0.9,-2%,-6%,6,-3%,-2%
OCC1(Cc2ccccc2F)CCCN(CCc2ccccc2)C1 (stereo not drawn),i,-13%,?,-0.6,-13%,-8%,5,7%,-19%
CN1CCN(C(=O)c2ccccc2NC(=O)c2ccccc2Br)CC1,i,2%,14%,-3.2,4%,5%,0,-7%,3%
CN(Cc1nc2ccccc2[nH]1)C(=O)C1CCC(=O)N(CCc2cccc(F)c2)C1 (stereo not drawn),i,5%,10%,2.2,2%,7%,3,-9%,1%
CNS(=O)(=O)c1cccc(C(=O)OCCCC(=O)c2ccccc2)c1,-45%[inhibitor],12%,-2%,-0.9,1%,-1%,?,12%,2%
Cc1nc(N)sc1C(=O)N/N=C/c1ccco1,i,2%,4%,6.2,-1%,-1%,1,9%,0%
CNC(=O)OCc1ncn(-c2ccccc2)c1COC(=O)NC,-20%,9%,26%,0.0,5%,2%,-4,-1%,-2%
Cc1ccc(F)cc1NC(=O)C12CC3CC(C1)CC(n1cnc([N+](=O)[O-])n1)(C3)C2,i,-8%,-18%,-0.2,1%,-19%,-6,-9%,-2%
CCCn1cc(NC(=O)c2cc(-c3ccccc3)on2)cn1,i,-2%,-13%,-0.9,-3%,13%,·,-1%,-29%
CC(C)OC(=O)c1cccc(NC(=O)CSc2nnc(N)s2)c1,-49%[inhibitor],-5%,-2%[0.307 µM],-0.2,-13%,21%,0,27%,4%[0.307 µM]
O=C(NC1CCCCC1)N1CCN(c2nc(-c3ccccc3)cs2)CC1,-53%[inhibitor],5%,-2%[7.66 µM],-0.9,-10%,-10%,-2,-2%,-7%[7.66 µM]
CC(=O)Nc1ccc(SCC(=O)Nc2oc(C)c3c(C)n[nH]c(=O)c23)cc1,-27%,3%,21%,-0.3,19µM*,-1%,-4,-1%,8%
COC(c1ccccc1)c1c(-c2ccccc2)nn(C)c1Cl (stereo not drawn),-2%,19%,0%,-1.9,-9%,0%,·,-5%,1%

smiles,PTHR1 agonist,EPAC1 ag,GLP-1R inv ag,IL2 activator,PLK1 PBD block,EPAC1 antag,PI5P4Ka inh,GLP-1R agonist,HEK293 tox
CN(CC(=O)Nc1ccc(F)cc1)C(=O)Cn1nnc(-c2ccccc2)n1,i,-16%,-8%,-5.0,-4%,2%,6,7%,15%
COc1ccccc1NC(=O)C/C(C)=N/NC(=O)c1ccccn1,i,-5%,18%,-3.6,0%,6%,-30,0%,9%
CN(CCOc1ccccc1)C(=O)C1CCC(=O)N(CCCN2CCOCC2)C1 (stereo not drawn),i,7%,18%,-1.5,-7%,5%,7,-15%,-1%
Cc1nc([N+](=O)[O-])cn1CC(=O)c1ccccc1,-1%,5%,-1%,-0.9,2%,-21%,-2,11%,-3%
O=C(C1CC(=O)N(C2CCCCC2)C1)N1CCN(c2ccccc2)CC1 (stereo not drawn),-7%,7%,18%,-3.0,-15%,-14%,0,-3%,7%
Cc1cc(NC(=O)CN2C(=O)NC(Cc3ccccc3)C2=O)no1 (stereo not drawn),-34%[inhibitor][57.5 µM],3%,16%,1.4,1%,-9%,-4,-5%,10%
O=C(COC(=O)c1ccc(O)cc1)NCc1ccc2c(c1)OCO2,i,8%,13%,0.0,1%,12%,2,8%,-14%
COC(=O)C1C(O)CCC2CN3CCc4c([nH]c5ccccc45)C3CC21 (stereo not drawn),-11%,-8%,2%,2.3,0%,-4%,-4,-6%,2%
CCOc1ccc(NC(=O)C2CCCN(c3ccc(Sc4ccc(C)cc4)nn3)C2)cc1 (stereo not drawn),i,·,24%,·,·,·,·,0%,0%
CN(Cc1ccc2nsnc2c1)Cc1nc(Cc2cccc(F)c2)no1,-7%,14%,?,-3.0,-26%,-14%,2,11%,-17%
CCC(CC)C(=O)OCC(=O)Nc1cccc(S(=O)(=O)N(C)c2ccccc2)c1,-4%,14%,?,-0.5,-3%,-28%,-5,9%,6%
CCN(CC(=O)NCc1cccs1)C(=O)c1cccc(S(=O)(=O)Nc2ccccc2OC)c1,i,-6%,-9%,-1.4,-6%,14%,-6,-10%,3%
Cc1cccc(-c2noc(CN(C)C(=O)c3ccc4c(c3)OCO4)n2)c1,-87%[inhibitor],0%,?,0.3,-6%,-14%,3,11%,-2%
CN(Cc1ccccc1)C(=O)CN1C(=O)C2C3C=CC(C3)C2C1=O (stereo not drawn),-6%[57.5 µM],2%,11%,-0.2,-9%,10%,·,-13%,5%
CCCC(=O)N1CCCC(c2cc(C(=O)NCc3cccnc3)no2)C1 (stereo not drawn),i,0%,1%,-0.2,-10%,-3%,4,17%,0%

smiles,PTHR1 agonist,EPAC1 ag,GLP-1R inv ag,IL2 activator,PLK1 PBD block,EPAC1 antag,PI5P4Ka inh,GLP-1R agonist,HEK293 tox
O=C(/C=C/Nc1ccccc1Br)c1ccccn1,-18%[57.5 µM],-4%,2µM*,0.2,-7%,0%,-4,-22%,-3%
CC(=O)C1=C(O)C(=O)N(Cc2cccnc2)C1c1ccc(C(C)C)cc1 (stereo not drawn),i,6%,9%,2.2,-15%,?,-6,-5%,-22%
Cc1ccc(S(=O)(=O)N(CC(=O)NN=C2CCN(C)CC2)c2ccc(C(C)C)cc2)cc1,-10%,1%,-25%,1.2,-5%,-17%,-1,12%,7%
Cc1ccc(OCc2nnc(SCC(=O)Nc3cc(C)on3)n2C)cc1,?,-1%,0%,0.9,2%,9%,·,-15%,-7%
O=C(CSc1nnc(-c2ccco2)o1)N1c2ccccc2CCc2ccccc21,i,18%,-22%,-0.7,-6%,10%,·,-5%,8%
CSCCC(NC(=O)C12CC3CC(CC(C3)C1)C2)C(=O)OCC(=O)c1ccccc1 (stereo not drawn),i,16%,14%,-1.8,-22%,-6%,-1,3%,7%
O=c1[nH]c(CSc2nnc(NCCCN3CCOCC3)s2)nc2cc(Cl)ccc12,?,6%,0%,-1.6,-4%,-6%,0,10%,15%
CC1=CC(C)C2C(=O)N(CCC[N+](C)(C)C)C(=O)C2C1 (stereo not drawn),i,9%,-14%,-0.3,-3%,-11%,-3,14%,4%
COc1ccc(N(CC(=O)Nc2cc(Cl)ccc2OC)C2=NC3CS(=O)(=O)CC3S2)cc1 (stereo not drawn),i,-2%,12%,0.3,-1%,4%,-3,-3%,-31%
